Compound activity as filed in PubChem BioAssay.
RXFP1 antagonist = RXFP1 (human) relaxin receptor antagonism. Q9HBX9. HEK293-RXFP1, relaxin-stimulated cAMP HTRF, 30 min; stronger effect = lower value. activity change, negative = inhibition, % at 57.5 µM. actives 0.59% (n = 350,000);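 active = activity change of -60% or lower, but not beyond a set lower limit; inconclusive = change between -60% and -40%, or beyond the set limit; inactive = change above -40%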; also: % is scaled to controls: 0 for no effect and ±100 for the full control effect
POLB inh = DNA polymerase beta (human) inhibition; P06746; Pol beta primer extension/strand displacement, fluorescence kinetic; Potency, µM (top dose mostly 114 µM), for the others: at the top dose activity change, negative = inhibition, actives largely listed as inhibitors; actives 1.3% (n = 340,000); AID 485314; also: potency is read from the fitted curve at half-maximal effect; % is scaled to controls: 0 for no effect and ±100 for the full control effect
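Kinetic readout of DNA synthesis with strand displacement by Pol beta. Compound and 10 nM enzyme sit 15 min at room temperature; 50 nM substrate starts the reaction, read immediately and at 10 min.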
Pol eta inh = blocks human DNA polymerase eta activity; Potency, µM (highest dose often 114 µM), inactives show at the highest dose activity change, negative = inhibition, hits mostly inhibitors; actives 1.2% (n = 390,000); recombinant Pol eta, fluorescent DNA replication assay; Q9Y253; AID 588591; also: potency is read from the fitted curve at half-maximal effect; % is scaled to controls: 0 for no effect and ±100 for the full control effect
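Fluorescent replication assay: 50 nM final substrate added after a 15 min room-temperature compound preincubation with 10 nM enzyme. Signal taken at 0 min and again at 10 min.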
PGK inhibitor = T. brucei PGK inhibition. AID 602233. actives 0.043% (n = 380,000). Potency, µM (top dose mostly 57.5 µM), for inactives: at the top dose activity change, negative = inhibition, hits mostly inhibitors. PGK/GAPDH coupled, Kinase-Glo luminescence, 60 min. P07378; also: potency is read from the fitted curve at half-maximal effect; % is scaled to controls: 0 for no effect and ±100 for the full control effect; nearly all actives have a fitted effect of over 60% in size
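Recombinant glycosomal PGK reaction used 1,3-bisphosphoglycerate generated in-well by GAPDH (100nM final) in 100mM TEA pH 7.6, 5mM MgCl2, 0.01% Tween-20. After 60 minutes at room temperature, ATP was read by Kinase-Glo Plus luminescence end-point.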
Apoferritin bind = binds horse apoferritin like a general anesthetic; Potency, µM (top dose mostly 77.5 µM), without a hit: top-dose activity change, negative = displacement, usual class: inhibitors; actives 0.074% (n = 350,000); apoferritin/1-aminoanthracene competitive binding, fluorescence; P02791; AID 485281; also: potency is read from the fitted curve at half-maximal effect; % is scaled to controls: 0 for no effect and ±100 for the full control effect; nearly all actives have a fitted effect of over 20% in size
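Concentration-response curves derived by four-parameter Hill fitting of normalized fluorescence, where compounds displaced 1-AMA from 10 uM horse apoferritin following a brief 10 min room-temperature incubation; propofol titration acted as positive control.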
BLM helicase inh = Bloom syndrome helicase (human) inhibition | Potency, µM (doses to about 56.1 µM), inactives show top-dose activity change, negative = inhibition, usual class: inhibitors | actives 0.2% (n = 350,000) | recombinant BLM DNA unwinding, fluorescence dequenching | P54132;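 also: potency is read from the fitted curve at half-maximal effect; plate controls were vehicle for no effect and no enzyme for full effect; nearly all actives have a fitted effect of over 35% in size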
Target sequence (P54132 whole entry, looked up): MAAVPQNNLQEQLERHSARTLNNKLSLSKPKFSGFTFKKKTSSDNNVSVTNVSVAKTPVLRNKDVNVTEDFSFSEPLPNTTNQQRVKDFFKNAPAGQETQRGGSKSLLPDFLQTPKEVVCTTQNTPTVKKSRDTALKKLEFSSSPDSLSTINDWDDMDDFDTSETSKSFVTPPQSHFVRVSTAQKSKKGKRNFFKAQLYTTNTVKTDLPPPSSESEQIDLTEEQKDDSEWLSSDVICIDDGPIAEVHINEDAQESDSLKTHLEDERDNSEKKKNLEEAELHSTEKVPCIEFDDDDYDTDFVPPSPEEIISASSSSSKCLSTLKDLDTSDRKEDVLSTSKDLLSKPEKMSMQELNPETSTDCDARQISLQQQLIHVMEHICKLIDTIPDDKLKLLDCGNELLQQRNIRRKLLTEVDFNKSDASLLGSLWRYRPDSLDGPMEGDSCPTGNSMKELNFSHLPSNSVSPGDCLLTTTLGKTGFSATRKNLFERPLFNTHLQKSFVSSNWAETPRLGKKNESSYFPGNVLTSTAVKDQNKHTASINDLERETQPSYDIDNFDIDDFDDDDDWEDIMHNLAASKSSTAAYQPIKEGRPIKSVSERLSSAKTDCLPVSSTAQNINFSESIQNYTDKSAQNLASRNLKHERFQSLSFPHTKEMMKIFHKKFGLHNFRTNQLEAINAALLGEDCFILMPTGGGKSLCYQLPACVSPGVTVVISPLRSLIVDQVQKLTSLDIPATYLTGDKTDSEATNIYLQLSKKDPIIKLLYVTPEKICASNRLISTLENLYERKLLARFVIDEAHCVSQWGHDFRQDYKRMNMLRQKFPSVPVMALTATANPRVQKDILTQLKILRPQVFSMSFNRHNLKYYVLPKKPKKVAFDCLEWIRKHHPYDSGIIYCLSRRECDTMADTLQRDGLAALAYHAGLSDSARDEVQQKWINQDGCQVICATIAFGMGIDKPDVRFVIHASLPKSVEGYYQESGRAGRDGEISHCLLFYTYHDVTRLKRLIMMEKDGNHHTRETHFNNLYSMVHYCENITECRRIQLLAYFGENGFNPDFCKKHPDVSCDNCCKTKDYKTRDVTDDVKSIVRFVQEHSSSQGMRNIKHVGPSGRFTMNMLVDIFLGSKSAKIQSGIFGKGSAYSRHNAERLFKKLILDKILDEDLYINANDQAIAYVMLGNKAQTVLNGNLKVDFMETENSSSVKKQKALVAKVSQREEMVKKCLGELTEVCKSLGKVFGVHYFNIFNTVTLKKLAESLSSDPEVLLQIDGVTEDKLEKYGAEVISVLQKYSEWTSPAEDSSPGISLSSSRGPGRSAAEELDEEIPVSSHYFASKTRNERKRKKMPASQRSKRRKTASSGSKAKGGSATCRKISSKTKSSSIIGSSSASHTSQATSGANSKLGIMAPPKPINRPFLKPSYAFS
POLK inh = inhibitors of human DNA polymerase kappa; purified Pol kappa, fluorescent DNA synthesis assay, 10 min; Potency, µM (highest dose often 107 µM), without a hit: at the top dose activity, negative = inhibition, most hits filed as inhibitors; Q9UBT6; actives 0.53% (n = 400,000); also: potency is read from the fitted curve at half-maximal effect; % is scaled to controls: 0 for no effect and ±100 for the full control effect
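Kinetic fluorescence screen: compound preincubated 15 min RT with 10 nM enzyme; 50 nM substrate (final) initiates; reads at 0/10 min.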
POLI inh = DNA polymerase iota (human) inhibition; Q9UNA4; Pol iota fluorescent replication assay, 10 min; Potency, µM (top dose mostly 115 µM), inactives show at the highest dose activity, negative = inhibition, actives largely listed as inhibitors; actives 1% (n = 390,000); also: potency is read from the fitted curve at half-maximal effect
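Pol iota at 10 nM preincubated 15 min with compounds at room temperature; reaction started with fluorescent substrate, 50 nM final. Fluorescence read kinetically at 0 and 10 min; buffer-only wells as negative control.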
APEX1 inh = inhibitors of human APE1 endonuclease. Potency, µM (titrated, usually from 65.8 µM), for the others: at the highest dose activity change, negative = inhibition, most hits filed as inhibitors. recombinant APE1, TAMRA/BHQ-2 abasic DNA cleavage fluorescence. AID 2517. P27695. actives 0.35% (n = 350,000);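 also: potency is read from the fitted curve at half-maximal effect; plate controls were vehicle for no effect and reference inhibitor for full effect; nearly all actives have a fitted effect of over 55% in size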
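0.75 nM APE1 + cpd, 15 min RT; start w/ 50 nM TAMRA/BHQ-2 THF-abasic dsDNA; kinetic fluor 525/598 nm ×3 reads @60 s; Δ(read3−read1); normalized to DMSO and NSC13755 control wells.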
Active calls of the source: *; i = inactive; ? = inconclusive; . = no result given; & = joins results of further samples; [ ] = another dose, or the depositor's remark. Unless noted, calls follow the shape of the dose curve; as a rule, active = well fitted curve in the direction sought with a large enough effect; inconclusive = small, poorly fitted or top-dose-only effect, or another doubt; inactive = no such curve, though single readings can be large; an effect the other way counts as inactive or inconclusive.

Start of the listing, in advance (9 entries):
no. | smiles | Apoferritin bind | BLM helicase inh | POLK inh | APEX1 inh | POLB inh | Pol eta inh | RXFP1 antagonist | PGK inhibitor | POLI inh
1 | CCOc1ccccc1C(=O)NCC(=O)NCC(c1ccc(OC)cc1)N1CCOCC1 (stereo not drawn) | . | . | 4% | 12% | . | -5% | 4 | -1% | 26%
2 | COc1ccc(C(C)=O)cc1COC(=O)CSCC(=O)Nc1ccc(C)cc1 | . | . | -11% | 33% | . | -6% | -9 | -1% | 21%
3 | COc1ccccc1-c1ccc(C(=O)O)o1 | -8% | -2% | -9%&-17% | 5% | 3% | -8% | 3 | -1% | -2%
4 | CCCCc1cc(=O)oc2cc(C)cc(OCC(=O)NC(Cc3ccc(Cl)cc3)C(=O)O)c12 (stereo not drawn) | -13% | 5% | -5% | 24% | 8% | 4% | . | -9% | ?
5 | C=CCNC(=S)N(C1CCCCC1)C1CCCCC1 | -7% | -2% | 3% | 0% | 16% | -19% | -4 | 0% | 50%[activator]
6 | Cc1cc2c(s1)c1cnn(CC(=O)NCCc3ccccc3)c(=O)c1n2C | -9% | -1% | -7% | 0% | -19% | -2% | 5 | 14% | 25%
7 | C/C(=N\NC(=O)c1cccc2ccccc12)c1cccnc1 | -15% | 1% | -2% | 50% | -23% | -16% | -1 | -9% | 48%[activator]
8 | O=C(NCC1CCCO1)C(c1cccs1)N(C(=O)c1ccc(-c2ccccc2)[nH]1)C1CCCC1 (stereo not drawn) | 3% | -7% | -9% | 2% | 1% | -15% | -18 | i | -10%
9 | Cc1onc(-c2ccccc2)c1C(=O)c1c[nH]c(C(=O)NCc2ccccn2)c1 | -4% | 2% | -5% | -5% | 0% | 4% | -13 | 0% | -2%

Main list (from the top)
no. | smiles | Apoferritin bind | BLM helicase inh | POLK inh | APEX1 inh | POLB inh | Pol eta inh | RXFP1 antagonist | PGK inhibitor | POLI inh
1 | CCOc1ccccc1C(=O)NCC(=O)NCC(c1ccc(OC)cc1)N1CCOCC1 (stereo not drawn) | . | . | 4% | 12% | . | -5% | 4 | -1% | 26%
2 | COc1ccc(C(C)=O)cc1COC(=O)CSCC(=O)Nc1ccc(C)cc1 | . | . | -11% | 33% | . | -6% | -9 | -1% | 21%
3 | COc1ccccc1-c1ccc(C(=O)O)o1 | -8% | -2% | -9%&-17% | 5% | 3% | -8% | 3 | -1% | -2%
4 | CCCCc1cc(=O)oc2cc(C)cc(OCC(=O)NC(Cc3ccc(Cl)cc3)C(=O)O)c12 (stereo not drawn) | -13% | 5% | -5% | 24% | 8% | 4% | . | -9% | ?
5 | C=CCNC(=S)N(C1CCCCC1)C1CCCCC1 | -7% | -2% | 3% | 0% | 16% | -19% | -4 | 0% | 50%[activator]
6 | Cc1cc2c(s1)c1cnn(CC(=O)NCCc3ccccc3)c(=O)c1n2C | -9% | -1% | -7% | 0% | -19% | -2% | 5 | 14% | 25%
7 | C/C(=N\NC(=O)c1cccc2ccccc12)c1cccnc1 | -15% | 1% | -2% | 50% | -23% | -16% | -1 | -9% | 48%[activator]
8 | O=C(NCC1CCCO1)C(c1cccs1)N(C(=O)c1ccc(-c2ccccc2)[nH]1)C1CCCC1 (stereo not drawn) | 3% | -7% | -9% | 2% | 1% | -15% | -18 | i | -10%
9 | Cc1onc(-c2ccccc2)c1C(=O)c1c[nH]c(C(=O)NCc2ccccn2)c1 | -4% | 2% | -5% | -5% | 0% | 4% | -13 | 0% | -2%
10 | C/C(=N\S(=O)(=O)c1ccc(C)cc1)NC(=S)Nc1ccccc1 | -15% | 2% | -2% | -3% | -10% | 4% | -2 | -2% | 20%
11 | CC(=O)N/C(=C/c1ccc2c(c1)OCO2)C(=O)O | -3% | 0% | -3% | ? | 11% | -8% | -2 | 7% | 84%[activator]
12 | COC(=O)CN1C(c2ccccc2)=Nc2ccc(Cl)cc2C1c1ccccc1 (stereo not drawn) | -5% | -7% | -25% | 6% | 29% | 0% | -17 | -7% | 5%
13 | COC(=O)CSc1nnc(C)n1-c1cccc(OC)c1 | -7% | -2% | -1% | 13% | 12% | -7% | 2 | -5% | 21%
14 | COc1ccc2cc(/C=C3\SC(=S)NC3=O)c(N3CCOCC3)nc2c1 | -3% | -14% | -25% | ? | ? | 20µM* | -19 | 1% | -6%
15 | Cc1cc(C)cc(NCc2cc3c(cc2[N+](=O)[O-])OCO3)c1 | 16µM* | -12% | -13% | -9% | 1% | -3% | -27 | -2% | ?
16 | COc1ccc(C)cc1NC(=O)C(Sc1nncn1C)c1ccccc1 (stereo not drawn) | -9% | -2% | -9% | -3% | 3% | -11% | -1 | 2% | -5%
17 | Cc1ccccc1C(=O)N/N=C1/SCC(=O)N1Cc1ccc2c(c1)OCO2 | -9% | 3% | -9% | 1% | -2% | -9% | 7 | 7% | 4%
18 | COc1ccc(N2CCN(C(=O)C3CCN(S(=O)(=O)Cc4ccccc4)CC3)CC2)cc1 | -10% | -1% | 0% | . | 1% | -15% | -5 | 8% | 17%
19 | COc1ccc(-n2ccnc2CN2CCN(C3CCCC3)C(CCO)C2)cc1 (stereo not drawn) | -6% | -6% | 12% | 0% | 23% | -13% | -2 | -1% | 6%
20 | Cc1nnc(N2C(=O)c3oc4ccccc4c(=O)c3C2c2ccc(F)cc2)s1 (stereo not drawn) | -11% | -3% | -9% | . | 0% | -9% | -3 | -3% | 8%
21 | CCOC(=O)N1CCN(S(=O)(=O)c2ccc3c(c2)CC(C)N3C(C)=O)CC1 (stereo not drawn) | -3% | 2% | -2% | 56%[activator] | -1% | -5% | -6 | -6% | ?
22 | CCOc1cc(NS(=O)(=O)c2ccc(Cl)cc2)c(OCC)cc1NC(=O)CC(C)C | -8% | -10% | -8% | -5% | 0% | -20% | -21 | -1% | -1%
23 | Cc1cccc(N2CCN(c3nc4ccc(C)cc4n4cnnc34)CC2C)c1 (stereo not drawn) | 4% | -7% | -10% | . | 0% | -21% | . | -2% | 13%
24 | Cc1ccc(-n2ncc3c(NCCCN4CCOCC4)ncnc32)cc1C | -6% | -10% | -13%[60.1 µM] | . | 2% | -6% | -19 | 7% | 31%[activator]
25 | Cc1cccc(N2CCN(C(=O)c3cn(C)c4ccc(S(=O)(=O)N(C)C)cc4c3=O)CC2C)c1 (stereo not drawn) | -16% | 1% | 7% | . | 31% | -15% | . | i | 28%
26 | Cc1onc(C(=O)NCc2ccccn2)c1[N+](=O)[O-] | -2% | -6% | -11% | -1% | -4% | -11% | -24 | 2% | -3%
27 | COC(=O)CCN(C(=O)c1ccc(N2CCCCC2)c([N+](=O)[O-])c1)c1ccccn1 | -17% | -6% | -14% | -2% | 0% | ? | -6 | 9% | 20%
28 | Cc1ccc(S(=O)(=O)N2CCC(C(=O)OC(C)C(=O)NC(N)=O)CC2)cc1C (stereo not drawn) | -10% | -2% | 0% | 6% | 20% | -13% | 0 | 1% | 21%
29 | CC(=O)c1c(O)cc(=O)n(-c2ccccc2)c1-c1ccc(Cl)cc1 | -2% | 4% | -6% | 4% | 4% | -4% | 1 | 7% | 137%[activator]
30 | O=C1CCCN1CC(O)CS(=O)(=O)Cc1ccccc1Cl (stereo not drawn) | -6% | -1% | -13% | -12% | 54% | 8% | -6 | 5% | -7%
31 | Clc1ccc(-c2nnc(NCc3ccccc3)c3ccccc23)cc1 | -20% | -13% | -9% | 6% | 8% | -24% | -15 | -7% | 171%[activator]
32 | Cc1cc(C(=O)CSc2nnc(-c3cccs3)o2)c(C)n1-c1ccccc1 | 4% | -7% | -12% | 5% | 1% | -8% | -16 | 0% | -4%
33 | Cc1cc(C)c2c(=O)[nH]c(SCC(=O)Nc3cccc(S(=O)(=O)N(C)C)c3)nc2n1 | . | . | -10% | 19% | . | -13% | -8 | 7% | 47%[activator]
34 | O=C(Cn1cnc2c(cnn2-c2ccc(Cl)cc2)c1=O)NCCc1ccccc1 | -5% | -2% | 1% | -1% | 27% | -11% | -15 | -1% | -18%
35 | CC(C)=C1C2CCC1C1C(=O)N(c3nc(-c4ccc(F)cc4)c(C)s3)C(=O)C21 (stereo not drawn) | 0% | -13% | -8% | 13% | 38% | -11% | -2 | 0% | ?
36 | CCc1ccccc1NC(=O)Nc1ccon1 | -6% | -6% | 1% | 34% | 14% | -15% | 7 | -5% | -21%
37 | CC(C)CN(C)C(=O)CCc1nnc(Cc2ccc(-c3ccccc3)cc2)o1 | ? | 3% | -3% | -1% | 3% | -6% | 6 | -8% | 19%
38 | CC(NC(=O)c1cccc(Cn2cc([N+](=O)[O-])cn2)c1)c1ccc(C(C)(C)C)cc1 (stereo not drawn) | ? | -4% | -11% | -11% | -9% | -14% | -23 | -7% | 26%
39 | CCn1c(=S)ccc2ccc(OC)cc21 | -5% | 1% | -2% | -1% | 1% | -14% | -4 | 4% | 10%
40 | CC(Cc1c[nH]c2ccccc12)NC(N)=O (stereo not drawn) | -4% | -1% | 1% | 26% | 20% | -17% | 2 | -1% | 91%[activator]
41 | COc1ccc(-c2nnc(SCC(=O)Nc3ccc(C)c(Cl)c3)nc2-c2ccc(OC)c(OC)c2)cc1OC | -1% | -16% | -8%[60.1 µM] | . | -22% | -15% | -37 | i | -9%
42 | COC(=O)[C@@]12CCCCN1[C@H](c1ccc(-c3cc(C(C)=O)cs3)cc1)[C@H]1C(=O)N(C)C(=O)[C@H]12 | . | . | 3% | 25% | . | -22% | . | -7% | 41%[activator]
43 | Nc1cnn(Cc2ccccc2F)c1 | -14% | -6% | 2% | 1% | 0% | -11% | 0 | -1% | ?
44 | Cc1cc(C)cc(N2CC34C=CC(O3)C(C(=O)OCC(=O)NCc3ccco3)C4C2=O)c1 (stereo not drawn) | -12% | 0% | -4% | 1% | -4% | -10% | -2 | -9% | 12%

Not all compounds are listed, so the mix of outcomes need not match the whole.
